Bioassay records as filed in PubChem BioAssay.
MazEF act: MazEF (E. coli) toxin RNase activation; activation, % at 20 µM; P0AE70; FAM/BHQ RNA-DNA oligo cleavage fluorescence, 5 h; actives 0.32% (n = 350,000); AID 504720; in the data active = activation above about 50%
Target sequence (P0AE70 whole entry, looked up): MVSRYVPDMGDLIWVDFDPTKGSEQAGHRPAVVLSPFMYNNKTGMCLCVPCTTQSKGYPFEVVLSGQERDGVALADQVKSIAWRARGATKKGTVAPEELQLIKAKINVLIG
BoNT F protease: BoNT F light chain protease inhibition; actives 0.22% (n = 360,000); AID 588497; Multiplex microsphere protease cleavage assay, flow cytometry; inhibition, % at 10 µM; in the data active = inhibition above about 35%, passing the limit was not always enough; inconclusive = no clear call, values can overlap the other calls; note: plate controls were buffer without enzyme for full effect and enzyme alone for no effect
GDH-TPI inh: GDH-TPI coupled enzyme inhibition counter-screen. GDH-TPI coupled enzyme counterscreen, NADH absorbance. actives 1.2% (n = 360,000). inhibition, % at 4.8 µM; in the data active = inhibition above about 30%;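 note: 0% = DMSO wells and 100% = wells lacking the enzyme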
FadD28 FP inh: blocks FadD28 binding to the bisubstrate probe; inhibition, % at 12.5 µM; AID 588549; actives 0.22% (n = 360,000); fluorescence polarization; in the data active = inhibition above about 8.5%, passing the limit was not always enough; inconclusive = no clear call, values can overlap the other calls
Mtb UGM inh: inhibitors of M. tuberculosis UDP-galactopyranose mutase | P9WIQ1 | purified UGM, fluorescence polarization probe displacement | inhibition, % at 10 µM | actives 0.06% (n = 320,000) | AID 504406; in the data active = inhibition above about 10%, passing the limit was not always enough; inconclusive = no clear call, values can overlap the other calls
Mtb FBA inh: inhibits M. tuberculosis FBA enzyme. P9WQA3. purified M. tuberculosis FBA, fluorescence read-out. inhibition, % at 1 µM. actives 2.3% (n = 360,000). AID 588726; in the data active = inhibition above about 27%;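 note: 0% = vehicle and 100% = reference inhibitor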
Target sequence (P9WQA3 whole entry, looked up): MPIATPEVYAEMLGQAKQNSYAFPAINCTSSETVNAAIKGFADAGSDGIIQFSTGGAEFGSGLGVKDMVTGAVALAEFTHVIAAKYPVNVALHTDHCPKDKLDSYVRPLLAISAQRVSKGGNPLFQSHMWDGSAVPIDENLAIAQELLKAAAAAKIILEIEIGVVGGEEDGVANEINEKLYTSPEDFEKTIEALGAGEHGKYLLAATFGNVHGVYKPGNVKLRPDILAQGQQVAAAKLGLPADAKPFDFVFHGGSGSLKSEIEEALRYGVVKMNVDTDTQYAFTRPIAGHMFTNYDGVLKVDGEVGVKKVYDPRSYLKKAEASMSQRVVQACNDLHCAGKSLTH
PrPC surface inh: inhibitors of human cell surface prion protein PrPC; inhibition, % at 13.8 µM; actives 0.43% (n = 370,000); P04156; TR-FRET read-out; in the data active = inhibition above about 24%; note: 0% = median of the test wells and 100% = reference compound wells
Rv3671c protease: inhibitors of M. tuberculosis serine protease Rv3671c. P9WHR9. actives 0.048% (n = 320,000). inhibition, % at 5.96 µM. AID 2606; in the data active = inhibition above about 38%;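 note: extracellular domain of Rv3671c used as enzyme; 0% = enzyme with DMSO and 100% = no enzyme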
Target sequence (P9WHR9 whole entry, looked up, the tested form may be a part): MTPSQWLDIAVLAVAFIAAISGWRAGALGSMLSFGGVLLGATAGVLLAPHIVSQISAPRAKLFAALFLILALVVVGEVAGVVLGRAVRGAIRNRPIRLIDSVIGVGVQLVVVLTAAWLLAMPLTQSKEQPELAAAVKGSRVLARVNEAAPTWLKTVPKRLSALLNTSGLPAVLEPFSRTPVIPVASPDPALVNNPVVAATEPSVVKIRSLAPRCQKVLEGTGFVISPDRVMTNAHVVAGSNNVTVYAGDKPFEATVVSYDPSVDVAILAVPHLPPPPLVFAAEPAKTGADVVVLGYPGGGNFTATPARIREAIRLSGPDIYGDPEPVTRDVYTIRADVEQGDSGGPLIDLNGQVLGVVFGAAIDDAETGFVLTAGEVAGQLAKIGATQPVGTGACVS
BioA inh: inhibitors of Mycobacterium tuberculosis BioA enzyme | inhibition, % at 9.99 µM | AID 602481 | actives 0.096% (n = 360,000) | purified M. tuberculosis BioA enzyme, plate reader; in the data active = inhibition above about 40%; inconclusive = no clear call, values can overlap the other calls
Starred values were filed as active, the others as inactive; u = inconclusive; x = no result given; & = joins results of further samples. Compounds as they come; overall some 4.8% were active at least once.

SMILES | MazEF act | BoNT F protease | GDH-TPI inh | FadD28 FP inh | Mtb UGM inh | Mtb FBA inh | PrPC surface inh | Rv3671c protease | BioA inh
CN(Cc1nc(C(c2ccccc2)c2ccccc2)no1)CC1COCCO1 (stereo not given) | -12 | 3 | 1 | 1.7 | -1.8 | 6 | 1 | -16 | x
C[C@H]1[C@H](C)CC[C@]2(C(=O)O)CC[C@]3(C)C(=CC[C@@H]4[C@@]5(C)CC[C@H](O)C(C)(C)[C@@H]5CC[C@]43C)[C@H]12 | -5 | -4 | -3 | -5.5 | -2.1 | -2 | 7 | 9 | -2.5
CC(C)C(=O)NNC(=O)CSc1ncnc2c1cnn2-c1ccccc1Cl | 13 | 0 | -7 | -0.6 | 1.6 | -3 | 4 | 3 | x
O=Cc1ccccc1-c1cn(CN2C(=O)c3ccccc3C2=O)nn1 | -7 | -8 | 8 | -3.1 | -0.5 | 0 | -4 | -7 | 0.1
O=C(c1csc2ccccc12)N1CCN(c2ccccn2)CC1 | -8 | 1 | 15 | 2.3 | 1.5 | 5 | 9 | -2 | 0.8
CCOC(=O)c1cn(-c2ccc(F)c(F)c2F)c2c(F)c(F)c(F)cc2c1=O | 1 | -2 | 7 | 0.9 | -2.5 | 3 | -7 | -1 | x
Cc1c(Cl)c([N+](=O)[O-])nn1CCCC(=O)Nc1cccc(Cl)c1Cl | -1 | -4 | -9 | -3.4 | 3.8 | -5 | -3 | -4 | x
COC(CN(C)S(=O)(=O)c1cc2c3c(c1)CCC(=O)N3CCC2)OC | 17 | 9 | 6 | -0.3 | -1.2 | 5 | 7 | -2 | -2.5
CCC1(CC)C(=O)NC(=O)N(c2ccccc2)C1=O | 6 | -7 | 18 | -1.0 | x | 4 | -4 | x | -2.7
O=C(/C(=N/N=C/c1ccc(O)c(O)c1)c1ccccc1)c1ccccc1 | 3 | -5 | 24 | -2.4 | -0.8 | -5 | -4 | -11 | 0.4
COc1ccc(C2C(C(=O)NCc3ccccn3)CCC(=O)N2c2cc(OC)c(OC)c(OC)c2)cc1 (stereo not given) | 2 | -6 | 4 | -2.6 | -0.8 | -1 | 0 | 10 | -1.5
Cc1ccc(-n2c(C)cc(C(=O)COC(=O)C3=NNC(=O)CC3)c2C)cc1 | -4 | 4 | -11 | -1.4 | 0.5 | 4 | 1 | 2 | -1.1
CCOc1cc(/C=N/NC(=O)CSc2cccc3cccnc23)ccc1O | 8 | -1 | 24 | 0.3 | -1.8 | 8 | -11 | 10 | x
CNC(=O)/C(=C\c1ccc2c(c1)OCO2)NC(=O)c1ccc(Br)cc1 | 5 | 0 | 14 | -0.1 | 0.9 | 3 | -11 | -13 | x
Cc1ccc(C)c(C(=O)CCC(=O)NCc2ccc(Cl)cc2)c1 | -1 | 5 | 15 | -0.9 | -0.7 | 3 | -3 | 3 | -1.2
CCC(C)(C)c1ccc(Oc2ccc(NC(=O)COC(=O)C3=COCCO3)cc2)cc1 | -2 | -7 | -7 | -2.9 | -1.0 | 4 | 8 | -39 | -0.3
O=C(C1=C(O)C(=O)N(CCN2CCOCC2)C1c1cccc(O)c1)c1cc2ccccc2o1 (stereo not given) | -3 | 12 | 0 | -3.9 | x | 1 | 1 | x | 6.6
Cc1cc(C)c(C(=O)N(C)CC2CCCN(CCc3ccccc3F)C2)o1 (stereo not given) | 5 | -4 | 1 | x | 2.1 | 1 | -3 | -2 | 0.6
COC(=O)N/N=C/c1cc(N=Nc2ccccc2)ccc1O | 0 | -5 | 38* | 1.2 | 1.4 | -6 | -19 | 8 | -1.4
Cc1ccc(F)cc1NC(=O)Cc1nn(C)c(=O)c2ccccc12 | 10 | 0 | 1 | -2.5 | -1.1 | -1 | 13 | -1 | x
Cc1nc(N(C)C)c2sc(=S)n(Cc3ccccc3)c2n1 | 0 | -6 | 9 | -3.3 | -1.0 | -1 | 4 | -5 | x
CN(CC(=O)Nc1ccc(Cl)cc1)C(=O)c1sccc1-c1ccccc1 | -2 | 2 | -5 | -1.8 | 3.9 | 1 | -3 | -1 | 0.0
CC(C)CNC(=O)COC(=O)CCC(=O)c1ccc(F)cc1 | -13 | 0 | -5 | -2.9 | 0.4 | 0 | -5 | -2 | 0.0
CCOC(=O)c1nnn(CC(=O)N2N=C(c3cccc4ccccc34)CC2c2ccccc2)c1C(=O)OCC (stereo not given) | -7 | 33 | -1 | -1.6 | -4.2 | 3 | -4 | -17 | -1.6
O=[N+]([O-])c1ccc(S(=O)(=O)c2ccccc2)nc1 | 9 | u | 1 | 0.2 | 1.9 | 1 | 24 | 0 | 0.0
CC(C)c1ccccc1OCC(=O)NC1CCCc2ccccc21 (stereo not given) | -4 | -3 | 10 | -2.2 | -0.3 | -1 | 4 | -2 | -1.9
CCc1nnc(NC(=O)Cn2nnc(-c3ccccc3F)n2)s1 | -6 | 8 | 5 | -2.8 | -1.6 | -6 | 0 | 4 | -1.4
Cc1cc(C)cc(NC(=O)C/C(N)=N/O)c1 | 3 | 1 | 10 | -0.9 | -0.3 | 1 | 1 | -2 | 0.8
CN(C(=O)C=Cc1ccccc1)c1ccccc1 | 10 | 2 | -2 | 0.4 | x | -1 | -11 | x | -0.8
C/C(=C\C(=O)c1ccc(Br)cc1)NNC(=O)c1ccc(O)cc1 | 5 | 12 | 17 | -2.2 | 0.8 | -4 | -4 | 1 | -2.6
Cn1nc(C(C)(C)C)c([N+](=O)[O-])c1C(=O)N1CCCCCC1 | 3 | 5 | -10 | -2.7 | -1.3 | 0 | 4 | 4 | 1.2
C[C@H]1CN([C@@H](C)CO)C(=O)CCCn2nncc2CO[C@H]1CN(C)C(=O)Nc1ccccc1 | -3 | 2 | 20 | 0.8 | x | 2 | 4 | x | -4.5&0.4
CC(=O)C1=C(O)C(=O)N(CCC(=O)O)C1c1cccc(F)c1 (stereo not given) | 7 | -7 | 19 | 0.7 | 3.4 | -2 | 1 | -12 | x
CCc1cc[n+](CC(=O)Nc2ccc(Cl)cc2Cl)cc1 | -10 | -4 | -1 | 0.2 | -1.8 | 0 | 5 | 3 | x
N#Cc1c(-c2ccccc2)ccn(Cc2cccc(Cl)c2)c1=O | 3 | u | 13 | -1.0 | -3.1 | 6 | -26 | 3 | 1.8
COc1ccc(NC(=O)COc2nsnc2N2CCOCC2)c(OC)c1 | -21 | -2 | 10 | -1.3 | 0.4 | 3 | 5 | -13 | -0.1
CCOC(=O)N1CCN(C(=O)c2cn(CC)c3ccc(S(=O)(=O)N(C)C4CCCCC4)cc3c2=O)CC1 | -3 | -11 | 11 | -1.6 | 1.5 | 0 | 4 | -8 | 0.6
CCOc1cccc(CN2CCN(CCCc3ccccc3)C(CCO)C2)c1O (stereo not given) | 12 | u | -8 | -1.5 | 0.4 | 2 | -10 | 1 | 0.5
O=C(NCC1COc2ccccc2O1)c1ccc(Cl)c(S(=O)(=O)N2CCCC2)c1 (stereo not given) | 4 | -4 | 16 | 0.1 | 1.1 | 4 | 8 | -14 | -5.0
COC(=O)C1=C(O)/C(=C\c2cc(C)n(-c3ccccc3F)c2C)N=C1C | -32 | -12 | 8 | -2.3 | -4.2 | 1 | 5 | -1 | x
CC(C)c1ccc(N(C(=O)c2cc3ccccc3oc2=O)C2C=CS(=O)(=O)C2)cc1 (stereo not given) | 2 | 2 | 15 | 0.4 | 0.8 | 0 | 1 | -11 | x
Cn1c(=O)c2c(nc(Sc3ccccc3N)n2C)n(C)c1=O | -1 | u | -2 | -3.6 | -0.2 | 0 | -4 | -1 | x
Cc1cccc(CCNC(=O)C2CCCN(S(=O)(=O)c3cnc[nH]3)C2)c1 (stereo not given) | 10 | 2 | 1 | -1.4 | 1.6 | 3 | 5 | -7 | -0.6
CCn1cc(C(=O)N2CCN(c3ccccn3)CC2)c2cc(OC)c(OC)cc2c1=O | 0 | -34 | 11 | -0.3 | -1.5 | -2 | 8 | 7 | -11
Cc1ccc(Cl)cc1N(CC(=O)NC(C)c1ccccc1)S(C)(=O)=O (stereo not given) | 9 | 8 | 10 | -0.9 | -1.9 | 13 | 0 | x | 5.4

Molecules listed so far that have an aryl thioether with sulfur outside any ring, in the order listed:
SMILES | MazEF act | BoNT F protease | GDH-TPI inh | FadD28 FP inh | Mtb UGM inh | Mtb FBA inh | PrPC surface inh | Rv3671c protease | BioA inh
CC(C)C(=O)NNC(=O)CSc1ncnc2c1cnn2-c1ccccc1Cl | 13 | 0 | -7 | -0.6 | 1.6 | -3 | 4 | 3 | x
CCOc1cc(/C=N/NC(=O)CSc2cccc3cccnc23)ccc1O | 8 | -1 | 24 | 0.3 | -1.8 | 8 | -11 | 10 | x
Cn1c(=O)c2c(nc(Sc3ccccc3N)n2C)n(C)c1=O | -1 | u | -2 | -3.6 | -0.2 | 0 | -4 | -1 | x

More results follow.
SMILES | MazEF act | BoNT F protease | GDH-TPI inh | FadD28 FP inh | Mtb UGM inh | Mtb FBA inh | PrPC surface inh | Rv3671c protease | BioA inh
CCCOc1ccc(N2CC(C(=O)Nc3ncccc3C)CC2=O)cc1 (stereo not given) | -7 | -17 | -11 | 0.9 | -0.7 | 1 | 0 | -2 | -1.4
Cc1cc(C)nc(Sc2c(C)nn(-c3ccccc3)c2C)n1 | -1 | -11 | 0 | -3.5 | -1.6 | 4 | 5 | 3 | -1.7
Cn1nc(C(F)(F)F)c(C#N)c1N1CCN(c2ccccc2)CC1 | 4 | -7 | -2 | -1.2 | -2.4 | 1 | 6 | 6 | 0.2
COc1cccc(NC(=O)c2nnn(CCc3ccccc3)c2N)c1 | 2 | -10 | 6 | -2.2 | -2.1 | 1 | 6 | -5 | 1.9
Cc1ccc(OCCOc2ccc(Cl)cc2Cl)c([N+](=O)[O-])n1 | -2 | -5 | 7 | 0.8 | 3.9 | -6 | -11 | -3 | x
COC(=O)C1=C(C)OC(N)=C(C#N)C1c1ccc(OC)c(CSc2ccccn2)c1 (stereo not given) | 0 | 7 | 7 | -2.2 | -0.4 | 4 | 3 | 6 | 10
C[C@H](CO)N1C[C@H](C)[C@@H](CN(C)S(C)(=O)=O)Oc2ccc(N(C)C)cc2C1=O | 6 | -6 | 3 | 1.3 | -0.8 | 2 | -2 | 3 | 0.2&-1.3
Cc1ccc(Cn2c(SCCN3CCCCC3)nc3c2c(=O)n(C)c(=O)n3C)cc1 | 3 | -10 | 6 | -1.3 | -3.4 | 63* | -6 | -1 | 4.5
Cc1cc(-n2c(C)cc(C(=O)COC(=O)CN=C3NS(=O)(=O)c4ccccc43)c2C)no1 | -10 | 3 | -1 | 0.5 | -1.8 | 1 | 2 | -2 | 0.0
O=C(SCC(O)C(O)CS)c1cccs1 (stereo not given) | 3 | -7 | 2 | -3.4 | 0.0 | 0 | 11 | -18 | 0.7
COc1cccc(NC(=O)CCc2nnc3ccc(NCc4ccco4)nn23)c1 | 13 | 3 | 0 | -2.7 | -3.4 | 5 | -8 | 15 | 3.1

One compound at a time, from the list above. Order of screens: MazEF act, BoNT F protease, GDH-TPI inh, FadD28 FP inh, Mtb UGM inh, Mtb FBA inh, PrPC surface inh, Rv3671c protease, BioA inh
Listed for `Cc1ccc(-n2c(C)cc(C(=O)COC(=O)C3=NNC(=O)CC3)c2C)cc1` → -4, 4, -11, -1.4, 0.5, 4, 1, 2, -1.1
Listed for `Cc1ccc(F)cc1NC(=O)Cc1nn(C)c(=O)c2ccccc12` → 10, 0, 1, -2.5, -1.1, -1, 13, -1, x
Listed for `CN(C(=O)C=Cc1ccccc1)c1ccccc1` → 10, 2, -2, 0.4, x, -1, -11, x, -0.8
Listed for `COc1cccc(NC(=O)CCc2nnc3ccc(NCc4ccco4)nn23)c1` → 13, 3, 0, -2.7, -3.4, 5, -8, 15, 3.1
Listed for `COC(=O)C1=C(O)/C(=C\c2cc(C)n(-c3ccccc3F)c2C)N=C1C` → -32, -12, 8, -2.3, -4.2, 1, 5, -1, x
